PI5P4Ka inh: blocks human PI5P4K alpha kinase activity | PI5P4Kalpha enzyme, ADP-Glo luminescence, 60 min; stronger effect = lower value | max response, % | actives 1.2% (n = 330,000) | P48426; active = max response of -50% or lower; inconclusive = between -30% and -50%; inactive = -30% or higher; note: value at the top dose of about 77 µM; % is set by controls: 0 for no effect and ±100 for the full control effect
Target sequence (P48426 whole entry, looked up): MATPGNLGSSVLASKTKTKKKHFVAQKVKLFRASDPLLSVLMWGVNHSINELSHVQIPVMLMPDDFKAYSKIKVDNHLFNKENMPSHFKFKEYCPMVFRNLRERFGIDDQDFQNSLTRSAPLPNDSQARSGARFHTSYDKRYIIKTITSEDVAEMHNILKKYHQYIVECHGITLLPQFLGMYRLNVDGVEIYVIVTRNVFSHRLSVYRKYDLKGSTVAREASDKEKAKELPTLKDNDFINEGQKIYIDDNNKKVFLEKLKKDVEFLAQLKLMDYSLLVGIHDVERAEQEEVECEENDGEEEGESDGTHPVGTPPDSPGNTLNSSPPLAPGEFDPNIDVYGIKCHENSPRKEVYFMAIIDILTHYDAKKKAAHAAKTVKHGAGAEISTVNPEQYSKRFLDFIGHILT
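Controls without substrate or without enzyme flank wells where PI5P4Kalpha converts substrate using 5 microM ATP (final). Incubation lasts 60 minutes at room temperature; ADP formed is read by ADP-Glo luminescence.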
EPAC1 antag: EPAC1 (human) antagonism; O95398; EPAC1 GEF assay, Rap1b-BODIPY-GDP exchange fluorescence; Potency, µM (doses to about 115 µM), without a hit: at the highest dose activity change, negative = inhibition, actives largely listed as inhibitors; actives 0.14% (n = 360,000);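 note: potency is the fitted concentration of half-maximal effect; plate controls were vehicle for no effect and positive control for full effect; nearly all actives have a fitted effect of over 50% in size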
aSyn rescue: rescues yeast growth from alpha-synuclein toxicity | actives 0.14% (n = 370,000) | Yeast expressing alpha-synuclein, growth rescue, BacTiter-Glo, 24 h | Potency, µM (doses to about 46.1 µM), without a hit: top-dose growth rescue (activation), usual class: activators | AID 652106; note: potency is the fitted concentration of half-maximal effect; % of control where 0% means no effect; nearly all actives have a fitted effect of over 65% in size
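Screening used galactose-induced yeast with toxic alpha-synuclein levels, exposed to compound for 24 hr at 30 deg C. Cell growth, read with BacTiter-Glo luminescence, gave the measured signal.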
EPAC1 ag: agonists of human EPAC1. O95398. EPAC1 agonist qHTS, biochemical assay; response scale: 100% = response to 6.5 mM cAMP. Potency, µM (doses to about 154 µM), for the others: at the top dose activation, actives largely listed as activators. actives 0.073% (n = 360,000). AID 720707; note: potency is the fitted concentration of half-maximal effect; nearly all actives have a fitted effect of over 60% in size
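Read-out is the fluorescence drop as BODIPY-GDP leaves Rap1B (480 nm excitation, 540 nm emission), recorded every 5 minutes over 30 minutes. Reactions held 100 nM EPAC1, 250 nM Rap1B–BODIPY-GDP and 50 uM GDP, with 6.5 mM cAMP setting full activation.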
Abeta rescue: A-beta toxicity reversal in yeast | actives 0.063% (n = 410,000) | Potency, µM (series often up to 46.1 µM), without a hit: top-dose growth rescue, usual class: activators | yeast expressing A-beta42, growth rescue, OD600, 48 h; response scale: 0% DMSO, 100% iron-clioquinol control; note: potency is the fitted concentration of half-maximal effect; nearly all actives have a fitted effect of over 55% in size
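Yeast growth medium received pinned compounds, then yeast cells expressing toxic A-beta were added; plates incubated at 30 C for 48 hr. Growth read as absorbance at 600 nm, normalized to DMSO and equimolar FeCl3 plus clioquinol controls.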
IL-2 act: activates IL-2 in a cell-based reporter assay. actives 0.065% (n = 360,000). activation, % (series mostly up to about 46 µM). IL-2 activation reporter assay, cell-based qHTS; stimulated with anti-CD3/CD4/CD28 beads; in transgenic mouse T cells; in the data active = activation above about 50%; inconclusive = mostly about 30% to 49%; note: 0% is about no effect
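Readout is EGFP and DsRed signal by fluorescent plate cytometry after 18 h at 37 degrees C. Transgenic mouse T cells (750/well) received compound for 60 min before bead stimulation (anti-CD3, anti-CD4, anti-CD28); memory T cells served as non-tolerant control.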
WRN inhibitor: WRN helicase (human) inhibition. Q14191. WRN helicase unwinding, fluorescent forked duplex, kinetic. Potency, µM (series often up to 114 µM), inactives show at the top dose activity change, negative = inhibition, usual class: inhibitors. actives 0.46% (n = 360,000). AID 651768; note: potency is the fitted concentration of half-maximal effect; % is set by controls: 0 for no effect and ±100 for the full control effect; nearly all actives have a fitted effect of over 55% in size
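WRN at 20 nM final preincubated with compound 15 min at room temperature; reaction started with 100 nM fluorophore/quencher forked duplex oligonucleotide and 2 mM ATP final. Unwinding followed kinetically by red fluorescence (ex 525, em 598 nm).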
PLK1 PBD inh: inhibitors of human PLK1 polo-box domain binding; P53350; Plk1 PBD binding of FITC phosphopeptide, fluorescence polarization; actives 2.8% (n = 360,000); Potency, µM, for the others: max response, negative = inhibition, most hits filed as inhibitors; note: potency is the fitted concentration of half-maximal effect; series mostly up to about 57 µM; % is set by controls: 0 for no effect and ±100 for the full control effect; nearly all actives have a fitted effect of over 65% in size
Target sequence (P53350 whole entry, looked up, the tested form may be a part): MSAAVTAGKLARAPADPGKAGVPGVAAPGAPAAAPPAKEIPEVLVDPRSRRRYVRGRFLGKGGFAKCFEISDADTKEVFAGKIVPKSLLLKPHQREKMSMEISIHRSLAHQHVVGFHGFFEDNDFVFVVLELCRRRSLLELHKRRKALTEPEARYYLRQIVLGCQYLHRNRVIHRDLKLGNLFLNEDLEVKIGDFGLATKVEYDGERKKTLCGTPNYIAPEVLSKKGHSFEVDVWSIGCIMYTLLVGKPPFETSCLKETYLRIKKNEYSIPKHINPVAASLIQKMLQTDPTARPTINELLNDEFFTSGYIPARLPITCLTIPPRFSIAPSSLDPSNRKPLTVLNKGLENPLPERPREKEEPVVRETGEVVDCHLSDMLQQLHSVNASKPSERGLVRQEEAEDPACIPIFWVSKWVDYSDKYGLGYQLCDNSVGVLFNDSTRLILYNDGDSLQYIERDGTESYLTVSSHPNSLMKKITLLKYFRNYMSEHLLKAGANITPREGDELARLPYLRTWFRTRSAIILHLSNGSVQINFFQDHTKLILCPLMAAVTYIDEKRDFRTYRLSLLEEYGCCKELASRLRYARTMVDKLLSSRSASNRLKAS
FUS suppressor: suppressors of FUS proteinopathy in yeast | S. cerevisiae FUS-expressing, growth rescue, OD600, 24 h | Potency, µM (top dose mostly 76.6 µM), for the others: at the highest dose growth rescue (activation), most hits filed as activators | actives 0.24% (n = 390,000) | AID 1347120;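 note: potency is the fitted concentration of half-maximal effect; plate controls were DMSO vehicle for no effect and reference control for full effect; nearly all actives have a fitted effect of over 55% in size; some results filed as inactive show a strong effect at the top dose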
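Toxicity suppression screen in FUS-yeast. Cells induced with 2% galactose, starting OD 0.005, treated 24hr at 30C with compounds at multiple final concentrations; growth by OD600.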
* = called active by the depositor; ? = inconclusive; nt = no result given; & = joins results of further samples; [ ] = another dose, or the depositor's remark. Unless noted, calls come from the whole dose curve; as a rule, active = well fitted curve in the direction sought with a large enough effect; inconclusive = small, poorly fitted or top-dose-only effect, or another doubt; inactive = no such curve, though single readings can be large; an effect the other way counts as inactive or inconclusive.

SMILES	PI5P4Ka inh	EPAC1 antag	aSyn rescue	EPAC1 ag	Abeta rescue	IL-2 act	WRN inhibitor	PLK1 PBD inh	FUS suppressor
Cc1ccc(N(Cc2ccco2)C(=O)c2cccc(S(=O)(=O)N(C)C)c2)cc1	4.3	-13.6%	14.9%	-2.1%	13.3%	-0.2	-4.8%	-2.8%	5.6%
COc1ccc(CCNC(=O)COC(=O)C2CC2)cc1OC	3.2	8.2%	-2.2%	5.7%	-15.1%	0.4	-17.1%	-1.3%	nt
COCc1c(C(=O)OC)nnn1-c1ccc(C(F)(F)F)cc1[N+](=O)[O-]	-20.4	-3.3%	-1.1%	-1.6%	-0.5%	-3.1	2.3%	26.7µM*	-5.2%
COc1ccc(NC(=O)C2(C)Cc3c(-c4cccc(C(N)=O)c4)ccnc3O2)cc1 (stereo not drawn)	-2.7	-5.4%	2.4%	-4.0%	1.8%	-0.3	0.6%	4.4%	-11.5%
O=C(O)c1ccc2cc[nH]c2c1	5.1	6.5%	3.4%	-2.9%	-5.4%	1.1	-7.6%	-1.2%	-23.3%
CCCCCCCCCCn1c2c(c(=N)c3c1CCC3)CCC2	?	?	-59.9%[inhibitor]	-0.7%	-93.2%[inhibitor]	-0.8	?	-5.0%	39.5%
c1ccc2c3c(cc(N4CCOCC4)c2c1)OC1(N2CCOCC2)CCCCC1O3 (stereo not drawn)	nt	-6.4%	4.6%	14.8%	9.4%	0.5	-9.0%	-2.0%	1.7%
COC(=O)c1cc2c(ccn2-c2ccc(F)cc2)n1Cc1cccc(OC)c1	-2.9	6.6%	14.5%	-4.0%	6.5%	0.2	-1.1%	-2.2%	nt
Cc1nn2c(=O)cc(CSCC(=O)Nc3ccccc3F)nc2s1	0.1	-3.3%	-3.8%	16.8%	nt	0.7	-1.1%	-7.3%	-26.8%
FC(F)(F)c1nc2ccccc2n1CCNc1nc(CN2CCCCC2)cs1	-9.0	9.2%	-0.4%	2.9%	-4.2%	-0.2	3.0%	-12.0%	-13.9%
COC(=O)c1ccc(CN(c2ccc(OC)cc2)S(=O)(=O)c2ccccc2)cc1	11.4	5.9%	1.3%	7.2%	-7.3%	2.0	-17.6%	5.9%	-25.1%
O=C(COc1ccc(Cl)cc1Cl)NC1CC1	-0.8	10.8%	1.1%	4.3%	1.5%	1.8	-3.9%	-0.9%	-13.1%
CCNC(=O)C1CCCN(C(=O)c2cccc(OC(F)(F)F)c2)CC1 (stereo not drawn)	0.0	-1.4%	-9.2%	-3.5%	-12.3%	0.6	1.8%	-1.6%	-15.0%
O=C(Cn1nnc2ccccc2c1=O)NC1CCCc2ccccc21 (stereo not drawn)	nt	7.7%	-3.3%	5.5%	-3.2%	-2.9	-2.7%	-6.3%	29.8%
CCOc1ccc(/C=N/Nc2nncc(-c3ccccc3)n2)cc1OC	3.8	-5.9%	1.2%	-10.5%	-7.2%	0.8	0.8%	-0.8%	-24.8%
Cc1ccc(S(=O)(=O)c2c[nH]c3ccc(C)cc3c2=O)cc1	1.9	-20.5%	-6.3%	5.3%	-7.9%	-3.5	5.5%	-9.9%	-18.5%
COC(=O)C(CC(=O)c1cccc(OC)c1)c1ccc(F)cc1 (stereo not drawn)	-8.9	5.6%	10.8%	2.7%	9.2%	0.1	5.0%	3.5%	-3.1%
Cc1ccccc1N(C(=O)c1snc(C(N)=O)c1N)C(C(=O)NC1CCCCC1)c1ccc(O)cc1 (stereo not drawn)	-0.3	-21.0%	-0.2%	-2.1%	-4.0%	-0.5	1.4%	-1.1%	18.9%
COc1cccc(CN(C)C(=O)c2cccnc2SC)c1OC	-4.2	-16.4%	-2.4%	1.3%	-3.2%	-0.3	11.9%	-17.2%	-33.1%
Cc1ccc(NC(=S)NC2CCN(Cc3ccccc3)CC2)cc1	-0.9	26.2%	0.7%	7.9%	21.9%	0.2	-29.5%[57.1 µM]	0.8%	4.3%
COc1ccc(C2=NCCn3nc4cc(C(F)(F)F)ccc4c32)cc1	19.4	16.9%	4.1%	-12.9%	10.1%	-0.6	16.0%	-2.0%	14.5%
Cc1ccc(Cn2c(C(C)Nc3nc(C)cs3)nc3cc(Cl)c(Cl)cc32)cc1 (stereo not drawn)	14.3	-7.4%	7.5%	-0.5%	1.9%	-0.3	5.6%	-1.1%	23.4%
CCOC(=O)c1[nH]c(C)c(C(=O)N(CC)CC)c1C	-8.4	-10.9%	?	11.7%	-11.8%	-2.4	-2.7%	-17.7%	-6.5%
CCN(CC)c1nc(N2CCN(CCO)CC2)nc2ccccc12	-1.5	-6.8%	-1.5%	3.0%	5.8%	1.8	-7.4%	-5.9%	-16.0%
Cc1ccc(C(=O)NCCc2nnc3ccc(SCC(=O)Nc4ccccc4F)nn23)cc1	1.5	-22.5%	0.4%	4.1%	-8.7%	1.2	-34.4%	-12.4%	nt
SMILES	PI5P4Ka inh	EPAC1 antag	aSyn rescue	EPAC1 ag	Abeta rescue	IL-2 act	WRN inhibitor	PLK1 PBD inh	FUS suppressor
O=C(OCc1nnc(-c2ccccc2)o1)C1CC(=O)N(CCc2ccccc2)C1 (stereo not drawn)	-20.0	-0.7%	-4.0%[1.84 µM]	-1.1%	-6.0%	-0.6	-1.0%	-24.4%	19.3%
CC(C)c1ccc(NC(=O)CCS(=O)(=O)c2cccc3nonc23)cc1	-3.5	-2.7%	?	0.7%	-3.2%&-25.0%	2.1	-5.5%	-3.8%	-8.4%&6.3%
O=C1CC(c2ccccc2)Oc2ccc(Cl)cc21 (stereo not drawn)	9.1	-9.2%	?	6.4%	8.9%	-3.4	-8.1%	-1.6%	nt
CCOc1ccc(NC(=S)N(Cc2ccc(N(C)C)cc2)Cc2ccco2)cc1	18.0	1.6%	-8.5%	15.9%	18.0%	-0.5	-8.1%	-18.9%	nt
Nc1nonc1C(=O)NCCNC(=O)c1ccc(Cl)c(Cl)c1	1.6	11.7%	2.3%	0.4%	10.8%	1.5	8.4%	-0.5%	15.0%
COc1ccccc1-c1nn2c(C(F)(F)F)nnc2s1	0.1	-16.6%	4.6%	12.0%	-10.4%	-1.8	6.7%	-8.6%	17.1%
Cc1cc(C(=O)NN=C2CCCCC2)c2ccccc2n1	-3.3	-14.9%	-2.1%	-3.5%	-0.3%	-5.1	-2.1%	-0.6%	2.2%
COc1ccc(N=Nc2c(C)[nH][nH]c2=O)cc1	-11.1	-15.0%	10.6%	6.6%	-4.2%	-6.4	-31.0%[57.1 µM]	-16.6%	5.7%
COC(=O)C1=C(C)N(CCCC(=O)O)C(=O)NC1c1cccc(Cl)c1Cl (stereo not drawn)	-97.8*	23.9%	-5.6%	-6.6%	-5.7%	-2.7	-5.6%	2.0%	-20.2%
C=CCNC(=O)CSc1n[nH]c(-c2cc(Cl)ccc2OC)n1	1.7	-3.6%	-1.0%	5.0%	-4.9%	-2.4	-12.1%	-13.2%	-16.3%
C/C(=N\Nc1ccccc1Cl)c1ccc(-n2ccnc2)cc1	4.9	3.3%	0.3%	1.3%	-34.2%[inhibitor]	1.6	-1.8%	-3.5%	6.4%
Cc1cc(C)n(-c2nnc(C)n2NS(=O)(=O)c2ccc(F)cc2)n1	nt	6.9%	-5.1%	7.3%	-4.5%	1.1	-3.2%	-9.4%	-5.0%
COc1ccc(C2NCCCC2c2ccccc2)cc1 (stereo not drawn)	14.9	-16.8%	4.2%	-6.9%	2.5%	-1.0	4.7%	-0.8%	nt
O=C(O)C1C2CCC(O2)C1C(=O)Nc1ccc(O)cc1 (stereo not drawn)	1.3	-4.9%	3.8%	-20.0%	-20.5%	-0.5	3.0%	4.8%	6.7%
CSc1nsc(SCC(=O)Nc2ccc(C(C)=O)cc2)n1	nt	-5.6%	-8.7%	-5.7%	-0.7%	-1.3	-15.9%	-6.1%	25.8%
C=CCn1c(SC2CCOC2=O)nc2sc(C)c(C)c2c1=O (stereo not drawn)	3.3	0.1%	12.6%	-2.8%	-9.8%	-1.9	2.9%	-3.7%	11.2%
O=C1NC(c2ccncc2)Nc2ccccc21 (stereo not drawn)	-0.3	-0.6%	1.4%	5.6%	-3.2%	1.9	-27.8%	-8.9%	-0.7%
COc1ccc(C(=O)NNC(=O)Cn2nc(C)cc2C)cc1S(=O)(=O)N1CCOCC1	0.9	2.8%	-4.5%	-11.6%	-3.3%	-3.8	5.2%	5.8%	-8.3%

PI5P4Ka inh, entries above that show a hit
| SMILES | PI5P4Ka inh | EPAC1 antag | EPAC1 ag | WRN inhibitor | PLK1 PBD inh |
| --- | --- | --- | --- | --- | --- |
| COC(=O)C1=C(C)N(CCCC(=O)O)C(=O)NC1c1cccc(Cl)c1Cl (stereo not drawn) | -97.8* | 23.9% | -6.6% | -5.6% | 2.0% |

Complete entries, looked up by structure:
COC(=O)C1=C(C)N(CCCC(=O)O)C(=O)NC1c1cccc(Cl)c1Cl (stereo not drawn) as listed: PI5P4Ka inh = -97.8*; EPAC1 antag = 23.9%; aSyn rescue = -5.6%; EPAC1 ag = -6.6%; Abeta rescue = -5.7%; IL-2 act = -2.7; WRN inhibitor = -5.6%; PLK1 PBD inh = 2.0%; FUS suppressor = -20.2%
O=C(OCc1nnc(-c2ccccc2)o1)C1CC(=O)N(CCc2ccccc2)C1 (stereo not drawn) as listed: PI5P4Ka inh = -20.0; EPAC1 antag = -0.7%; aSyn rescue = -4.0%[1.84 µM]; EPAC1 ag = -1.1%; Abeta rescue = -6.0%; IL-2 act = -0.6; WRN inhibitor = -1.0%; PLK1 PBD inh = -24.4%; FUS suppressor = 19.3%
C=CCNC(=O)CSc1n[nH]c(-c2cc(Cl)ccc2OC)n1 as listed: PI5P4Ka inh = 1.7; EPAC1 antag = -3.6%; aSyn rescue = -1.0%; EPAC1 ag = 5.0%; Abeta rescue = -4.9%; IL-2 act = -2.4; WRN inhibitor = -12.1%; PLK1 PBD inh = -13.2%; FUS suppressor = -16.3%

Outcome played no part in choosing rows (roughly 4.1% active in at least one column).
